FLuc modulator: counter-screen for miR-21 project: firefly luciferase inhibitors or activators | purified FLuc, Km substrates, luminescence inhibition | Potency, µM (titrated, usually from 57.5 µM), inactives show at the top dose activity change, negative = inhibition, most hits filed as inhibitors | 360,000 tested, 6.9% active;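 note: potency is the fitted concentration of half-maximal effect; plate controls were vehicle for no effect and reference inhibitor for full effect; nearly all actives have a fitted effect of over 55% in size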
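Purified P. pyralis luciferase, 10 nM final, with Km-level 10 uM D-luciferin and 10 uM ATP in 50 mM Tris acetate pH 7.5, 10 mM Mg acetate, 0.01% Tween-20, 0.05% BSA; 6-point qHTS titration about 60 µM downward; luminescence read.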
ELG1 DNA repair: ELG1-dependent DNA repair inhibition | 330,000 tested, 2.3% active | HEK293T ELG1-luciferase reporter, luminescence, 16 h; DNA damage induced by 5-fluorouridine | AID 504467 | Potency, µM (highest dose often 46.1 µM), for inactives: at the highest dose activity change, negative = inhibition, most hits filed as inhibitors; note: potency is the fitted concentration of half-maximal effect; % is set by controls: 0 for no effect and ±100 for the full control effect; nearly all actives have a fitted effect of over 55% in size
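DMSO vehicle served as the neutral condition. Each well held 2,000 cells given 5-fluorouridine plus compound; after 16 hr at 37 °C/5% CO2, ONE-Glo was added and luciferase measured 30 min later.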
p53 reactivation: restores transcriptional activity of mutant p53; Potency, µM (top dose mostly 92.2 µM), for inactives: top-dose activity change, positive = activation, usual class: activators; H1299 p53-A138V BP100-luciferase reporter, luminescence, 24 h; 320,000 tested, 0.063% active; AID 504706; note: potency is the fitted concentration of half-maximal effect; % of control where 0% means no effect; nearly all actives have a fitted effect of over 45% in size
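p53-null H1299 cells stably carrying temperature-sensitive p53-A138V and a BP100-luciferase reporter were pinned with compounds (4-point, 1:5 series) and held 24 hrs at 37 deg C. Luminescence was read 10 min after detection reagent.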
Tb PFK inh: blocks T. brucei phosphofructokinase; O15648; 330,000 tested, 0.17% active; Potency, µM (doses to about 57.5 µM), for the others: at the top dose activity, negative = inhibition, hits mostly inhibitors; AID 485367; T. brucei PFK, ADP-Glo luminescence;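 note: potency is the fitted concentration of half-maximal effect; 0% = uninhibited 1x PFK enzyme wells and -100% = no-enzyme wells; nearly all actives have a fitted effect of over 60% in size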
Target sequence (O15648 whole entry, looked up): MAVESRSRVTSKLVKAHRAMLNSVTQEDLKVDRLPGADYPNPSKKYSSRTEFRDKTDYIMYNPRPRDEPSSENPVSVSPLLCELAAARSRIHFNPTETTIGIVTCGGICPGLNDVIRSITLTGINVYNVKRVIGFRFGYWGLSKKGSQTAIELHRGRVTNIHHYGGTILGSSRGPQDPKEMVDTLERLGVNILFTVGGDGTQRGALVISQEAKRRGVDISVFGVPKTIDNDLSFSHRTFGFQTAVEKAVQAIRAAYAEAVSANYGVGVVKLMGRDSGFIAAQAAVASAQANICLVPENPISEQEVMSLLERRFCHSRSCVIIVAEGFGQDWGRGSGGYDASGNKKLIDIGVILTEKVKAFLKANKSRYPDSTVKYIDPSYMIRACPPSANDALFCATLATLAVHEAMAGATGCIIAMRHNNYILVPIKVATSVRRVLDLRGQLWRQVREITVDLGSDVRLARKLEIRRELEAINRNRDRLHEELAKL
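1.25 nM PFK with 0.5 mM F6P and 0.1 mM ATP in 0.1 M TEA pH 8.0, 5 mM MgCl2, incubated 45 min at room temperature; ADP measured by ADP-Glo luminescence; compounds titrated up to 57 uM.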
TRPV1 agonist: activates the human vanilloid receptor TRPV1 | Q8NER1 | TRPV1-expressing cells, Fluo-8 calcium influx, agonist mode | activation, % at 8.33 µM | 320,000 tested, 0.19% active | AID 540275; in the data active = activation above about 80%; inconclusive = between about 30% and that limit; note: 0% is about no effect
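Cells expressing TRPV1 were dye-loaded with Fluo-8 and read kinetically: 10 s baseline, 3 min after compound (agonist portion), then 2 min after EC20 capsaicin (allosteric enhancer portion). Calcium-bound dye fluorescence at 480/520 nm.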
BRCA1 expr act: BRCA1 expression activation; MCF7-BRCA1-FFLuc reporter, luminescence, 48 h; response scale: scaled: vehicle 0%, 10 µM genistein 100%; Potency, µM (highest dose often 46.1 µM), for the others: at the highest dose activation, actives largely listed as activators; 380,000 tested, 1.1% active; AID 624202; note: potency is the fitted concentration of half-maximal effect; nearly all actives have a fitted effect of over 80% in size; some results filed as inactive show a strong effect at the top dose
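Compounds are tested at multiple concentrations on MCF7 BRCA1-luciferase reporter cells seeded at 2000 per well; after 48 h, a single luminescence end-point is taken and curves fitted to the normalized data.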
ELG1 genotoxic: induces genotoxicity in HEK293T cells with luciferase-tagged ELG1. 330,000 tested, 1.3% active. HEK293T ELG1-luciferase reporter, luminescence, 16 h. Potency, µM (titrated, usually from 46 µM), for inactives: at the highest dose activity change, positive = activation, usual class: activators; note: potency is the fitted concentration of half-maximal effect; % of control where 0% means no effect; nearly all actives have a fitted effect of over 60% in size
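ELG1-luciferase HEK293T cells, 2,000/well; compound pinned in; 16 hr, 37 °C, 5% CO2; ONE-Glo, 30 min RT; luminescence on CCD imager.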
VP16 counter: counter-screen for ROR gamma inhibitors: Gal4-VP16 reporter. Drosophila S2 Gal4-VP16 UAS-luciferase, luminescence, 20 h. Potency, µM (series often up to 53.6 µM), for the others: at the top dose activity, negative = inhibition, hits mostly inhibitors. 310,000 tested, 3.5% active. AID 2546;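 note: Gal4-VP16 expression switched on by copper sulfate through the metallothionein promoter; potency is the fitted concentration of half-maximal effect; % is set by controls: 0 for no effect and ±100 for the full control effect; nearly all actives have a fitted effect of over 50% in size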
NPC1 promoter act: activates the NPC1 promoter. Huh7 NPC1 promoter luciferase reporter, 24 h. Potency, µM (top dose mostly 9.22 µM), for the others: at the top dose activation, most hits filed as activators. 320,000 tested, 2.4% active;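 note: potency is the fitted concentration of half-maximal effect; % of control where 0% means no effect; nearly all actives have a fitted effect of over 60% in size; reporter is driven by a mutant NPC1 promoter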
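Quantitative HTS used a cell-based reporter: Huh7 cells stably bearing the NPC1 promoter upstream of luciferase were treated with compounds for 24 h, and promoter activation was read as luminescence.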
RORg inh: blocks mouse ROR gamma transcriptional activity. P51450. Drosophila S2 Gal4-RORgamma UAS-luciferase reporter, 20 h. Potency, µM (top dose mostly 53.6 µM), inactives show top-dose activity change, negative = inhibition, usual class: inhibitors. 310,000 tested, 5.4% active; note: potency is the fitted concentration of half-maximal effect; % is set by controls: 0 for no effect and ±100 for the full control effect; nearly all actives have a fitted effect of over 60% in size
Target sequence (P51450 whole entry, looked up, the tested form may be a part): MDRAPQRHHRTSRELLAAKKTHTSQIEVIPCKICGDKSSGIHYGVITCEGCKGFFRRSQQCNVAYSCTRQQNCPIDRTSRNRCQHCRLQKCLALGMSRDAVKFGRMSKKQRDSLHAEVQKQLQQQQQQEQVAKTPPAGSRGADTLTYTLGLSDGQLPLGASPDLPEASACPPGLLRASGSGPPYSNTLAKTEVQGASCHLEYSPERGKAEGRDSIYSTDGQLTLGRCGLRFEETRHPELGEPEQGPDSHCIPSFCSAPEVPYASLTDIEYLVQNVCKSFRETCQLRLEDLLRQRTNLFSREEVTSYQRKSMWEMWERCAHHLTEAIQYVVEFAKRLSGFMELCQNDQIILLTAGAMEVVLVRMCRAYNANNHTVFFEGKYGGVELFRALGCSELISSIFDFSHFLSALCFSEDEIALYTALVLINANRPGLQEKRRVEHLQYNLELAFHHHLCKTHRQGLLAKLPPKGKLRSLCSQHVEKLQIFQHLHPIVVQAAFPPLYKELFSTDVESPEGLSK
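Drosophila S2 cells stably expressing Gal4-DBD/mouse RORγ fusion under metallothionein promoter plus UAS-luciferase; compound 1 h, then 700 uM CuSO4 induction for 20 h at ambient temperature; inhibition read as reduced luminescence.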
Rab9 promoter act: activates the Rab9 promoter | Huh7 Rab9 promoter-luciferase reporter, luminescence, 24 h | Potency, µM (series often up to 9.22 µM), inactives show top-dose activation, negative = inhibition, actives largely listed as activators | 320,000 tested, 2.8% active; note: potency is the fitted concentration of half-maximal effect; % of control where 0% means no effect; nearly all actives have a fitted effect of over 60% in size
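Huh7 reporter line, Rab9 promoter upstream of luciferase. Compound exposure 24 h at 37 °C in reduced-serum medium with 10% FBS. Read-out: luminescence.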
The depositor's hits bear a star; [ ] = dose if it differs, or a comment. Unless noted, calls come from the whole dose curve; as a rule, active = well fitted curve in the direction sought with a large enough effect; inconclusive = small, poorly fitted or top-dose-only effect, or another doubt; inactive = no such curve, though single readings can be large; an effect the other way counts as inactive or inconclusive.

For Cc1cc(C)c2c(NC(=S)NC(=O)c3ccccc3)nn(C)c2n1 the results were FLuc modulator 0.3%, ELG1 DNA repair -17.6%, p53 reactivation 2.8%, Tb PFK inh 4.8%, TRPV1 agonist 9.5, BRCA1 expr act -39.4%, ELG1 genotoxic -0.6%, VP16 counter 5.01µM*, NPC1 promoter act -1.3%, RORg inh 1.41µM* and Rab9 promoter act -0.8%.
`CCOc1ccccc1-c1nn2c(Cc3ccccc3)nnc2s1` gave FLuc modulator -1.2%, ELG1 DNA repair 0.8%, p53 reactivation -8.6%, Tb PFK inh 0.3%, TRPV1 agonist 14.0, BRCA1 expr act 4.7%, ELG1 genotoxic -1.1%, VP16 counter -3.9%, NPC1 promoter act -1.3%, RORg inh -26.3% and Rab9 promoter act -8.1%.
O=[N+]([O-])c1ccc(CSc2nc3ccccc3o2)cc1 was read as FLuc modulator 2.39µM*, ELG1 DNA repair inconclusive, p53 reactivation inconclusive, Tb PFK inh -8.1%, TRPV1 agonist 2.9, BRCA1 expr act inconclusive, ELG1 genotoxic inconclusive, VP16 counter -10.0%, NPC1 promoter act 0.631µM*, RORg inh -6.5% and Rab9 promoter act 0.891µM*.
`O=C1CNC(=O)/C1=C\N1CCN(C(c2ccccc2)c2ccccc2)CC1` gave FLuc modulator -0.5%, ELG1 DNA repair -6.9%, p53 reactivation -10.2%, Tb PFK inh 4.9%, TRPV1 agonist 1.8, BRCA1 expr act -11.0%, ELG1 genotoxic -1.9%, VP16 counter 2.2%, NPC1 promoter act -7.6%, RORg inh -0.2% and Rab9 promoter act 0.1%.
CC(=O)Nc1ccc(/C=N\NC(=O)CNS(=O)(=O)c2ccc([N+](=O)[O-])cc2)cc1 was read as FLuc modulator -1.8%, ELG1 DNA repair 10.4%, p53 reactivation -2.8%, Tb PFK inh 12.3%, TRPV1 agonist -3.3, BRCA1 expr act 7.6%, ELG1 genotoxic -1.5%, VP16 counter -8.5%, NPC1 promoter act 1.8%, RORg inh 0.5% and Rab9 promoter act -2.6%.
Screening Cc1cc(O)ccc1NS(=O)(=O)c1ccc2c3c(cccc13)C(=O)N2 returned FLuc modulator -1.6%, ELG1 DNA repair 0.4%, p53 reactivation -6.9%, Tb PFK inh -6.9%, TRPV1 agonist -1.3, BRCA1 expr act -9.0%, ELG1 genotoxic 0.5%, VP16 counter 8.7%, NPC1 promoter act 1.1%, RORg inh -15.2% and Rab9 promoter act -2.4%.
`O=C(COC(=O)c1cc(Cl)ccc1Cl)NC1CCCC1` gave FLuc modulator inconclusive, ELG1 DNA repair 2.0%, p53 reactivation 17.4%, Tb PFK inh 0.1%, TRPV1 agonist 14.4, BRCA1 expr act -16.4%, ELG1 genotoxic 0.2%, VP16 counter 1.9%, NPC1 promoter act -4.8%, RORg inh -3.8% and Rab9 promoter act -1.8%.
CC1CC(C)CN(C(=O)c2ccc(CNc3c(N4CCCC4)c(=O)c3=O)cc2)C1 (centres undefined) was read as FLuc modulator -1.5%, ELG1 DNA repair 13.5%, p53 reactivation -3.6%, Tb PFK inh 0.4%, TRPV1 agonist 1.0, BRCA1 expr act -4.8%, ELG1 genotoxic -0.8%, VP16 counter 5.8%, NPC1 promoter act 2.3%, RORg inh 15.0% and Rab9 promoter act 2.0%.
`CCOC(=O)CNC(=O)c1cnc(Nc2ccccc2OC)c2ccccc12` gave FLuc modulator -19.3%, ELG1 DNA repair 6.8%, p53 reactivation -4.3%, Tb PFK inh 0.9%, TRPV1 agonist 1.2, BRCA1 expr act -28.9%, ELG1 genotoxic 0.6%, VP16 counter -0.7%, NPC1 promoter act 7.6%, RORg inh 7.1% and Rab9 promoter act 1.2%.
`COc1cc(/C=N/N(C)C)cc(Br)c1O` gave FLuc modulator -0.6%, ELG1 DNA repair 9.4%, p53 reactivation 11.3%, Tb PFK inh -6.2%, TRPV1 agonist 0.1, BRCA1 expr act -18.3%, ELG1 genotoxic -2.2%, VP16 counter 5.7%, NPC1 promoter act -4.5%, RORg inh inconclusive and Rab9 promoter act -7.1%.
`CCC1(C)Cc2ccccc2-c2[nH]c(=S)[nH]c(=O)c21` (centres undefined) gave FLuc modulator -0.6%, ELG1 DNA repair 3.4%, Tb PFK inh 1.2%, TRPV1 agonist -3.4, BRCA1 expr act -22.6%, ELG1 genotoxic -1.8%, VP16 counter inconclusive, NPC1 promoter act 0.5%, RORg inh inconclusive and Rab9 promoter act 2.0%.
For Cc1cccc(Cn2c(N3CCc4ccccc4C3)nc3c2c(=O)[nH]c(=O)n3C)c1 the results were FLuc modulator -0.4%, ELG1 DNA repair -0.8%, p53 reactivation -4.9%, Tb PFK inh 3.7%, TRPV1 agonist 9.2, BRCA1 expr act -6.8%, ELG1 genotoxic 13.6%, VP16 counter 15.6%, NPC1 promoter act 2.3%, RORg inh 25.8% and Rab9 promoter act -4.8%.
For CC(OC(=O)c1ccc2ccccc2n1)C(=O)c1ccccc1 (centres undefined) the results were FLuc modulator 0.953µM*, ELG1 DNA repair -5.5%, p53 reactivation -0.3%, Tb PFK inh 0.0%, TRPV1 agonist 3.0, BRCA1 expr act 17.5%, ELG1 genotoxic 5.2%, VP16 counter -6.8%, NPC1 promoter act -1.0%, RORg inh 22.8% and Rab9 promoter act -3.1%.
CN(C)C(=O)c1cc(C(=O)c2ccccc2)c[nH]1 was read as FLuc modulator inconclusive, ELG1 DNA repair inconclusive, p53 reactivation 9.7%, Tb PFK inh -1.3%, TRPV1 agonist -3.3, BRCA1 expr act 58.8%, ELG1 genotoxic 11.3%, VP16 counter 7.1%, NPC1 promoter act 17.7%, RORg inh 14.1% and Rab9 promoter act 14.8%.
`O=C(O)c1cc(NC(=O)c2cccc(F)c2)cc(NC(=O)c2cccc(F)c2)c1` gave FLuc modulator -18.7%, ELG1 DNA repair -15.8%, p53 reactivation -12.5%, Tb PFK inh 0.8%, TRPV1 agonist -2.0, BRCA1 expr act -7.3%, ELG1 genotoxic -0.9%, VP16 counter -10.9%, NPC1 promoter act 1.0%, RORg inh 21.6% and Rab9 promoter act 1.1%.
`O=C(Cc1ccc(Br)cc1)N1CCN(c2ccccc2O)CC1` gave FLuc modulator inconclusive, ELG1 DNA repair inconclusive, p53 reactivation 19.4%, Tb PFK inh -3.8%, TRPV1 agonist -2.7, BRCA1 expr act inconclusive, ELG1 genotoxic inconclusive, VP16 counter inconclusive, NPC1 promoter act 13.3%, RORg inh 24.6% and Rab9 promoter act 25.2%.
For Cc1ccccc1N1CC(C(=O)Nc2nnc(SCc3cccnc3)s2)CC1=O (centres undefined) the results were FLuc modulator -1.3%, ELG1 DNA repair -4.1%, p53 reactivation 6.7%, Tb PFK inh 2.6%, TRPV1 agonist 0.1, BRCA1 expr act -0.6%, ELG1 genotoxic -3.9%, VP16 counter -5.3%, NPC1 promoter act -0.8%, RORg inh 3.1% and Rab9 promoter act -6.0%.
Screening Cc1nc(N2CCOCC2)nc(Oc2ccccc2)c1[N+](=O)[O-] returned FLuc modulator -2.8%, ELG1 DNA repair inconclusive, p53 reactivation 2.7%, Tb PFK inh 1.4%, TRPV1 agonist 17.5, BRCA1 expr act 3.5%, ELG1 genotoxic -0.8%, VP16 counter 8.1%, NPC1 promoter act 2.7%, RORg inh 24.6% and Rab9 promoter act -1.3%.
`O=C(c1ccc(Cl)cc1)n1cnc2ccccc21` gave FLuc modulator inconclusive, ELG1 DNA repair -3.6%, Tb PFK inh 1.5%, TRPV1 agonist 0.6, BRCA1 expr act 0.8%, ELG1 genotoxic 0.2%, VP16 counter -13.0%, NPC1 promoter act 1.8%, RORg inh -14.8% and Rab9 promoter act 1.7%.
Screening COc1cc(/C=N\NC(=O)c2sc(N)nc2C)cc(OC)c1OC returned FLuc modulator 15.1µM*, ELG1 DNA repair -11.2%, p53 reactivation -2.0%, Tb PFK inh -7.9%, TRPV1 agonist -5.5, BRCA1 expr act -47.2%, ELG1 genotoxic 6.9%, VP16 counter 0.3%, NPC1 promoter act -0.2%, RORg inh 0.8% and Rab9 promoter act 12.3%.
`CC1(C)CC(NC(=O)c2ccccc2F)CC(C)(C)N1` gave FLuc modulator 5.1%, ELG1 DNA repair 7.1%, p53 reactivation -39.2%[inhibitor], Tb PFK inh 16.8%, TRPV1 agonist 1.0, BRCA1 expr act -0.8%, ELG1 genotoxic -4.8%, VP16 counter -7.1%, NPC1 promoter act 2.3%, RORg inh 9.9% and Rab9 promoter act -1.6%.
O=C(CCN1C(=O)/C(=C/c2ccccc2Cl)SC1=S)Nc1ccccc1C(=O)O was read as FLuc modulator -3.8%, ELG1 DNA repair -1.1%, p53 reactivation 0.0%, Tb PFK inh 7.3%, TRPV1 agonist -0.3, BRCA1 expr act -9.9%, ELG1 genotoxic -4.7%, VP16 counter 2.0%, NPC1 promoter act -0.6%, RORg inh 33.9% and Rab9 promoter act -2.0%[1.84 µM].

Screening data: PubChem, National Center for Advancing Translational Sciences (NCATS)
